MsrA act: bovine methionine sulfoxide reductase A activation. purified bovine MsrA, absorbance read-out. activation, % at 10.6 µM. actives 0.3% (n = 360,000); in the data active = activation above about 7.5%;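 also: 0% = vehicle and 100% = reference activator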
FAS TE block: inhibitors of human fatty acid synthase thioesterase domain; P49327; recombinant FAS-TE, OMFH fluorogenic substrate, fluorescence endpoint; inhibition, % at 15 µM; actives 0.67% (n = 360,000); AID 602261;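 active = compounds whose normalised, plate-corrected inhibition of enzyme fluorescence in the single-dose primary screen is 50% or more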;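 also: 0% = DMSO with enzyme and 100% = substrate without enzyme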
NRP1-CendR mod: NRP-1/CendR interaction modulation; O14786; FAM-RPARPAR peptide binding to NRP-1, fluorescence polarization; inhibition, % at 25 µM; actives 0.85% (n = 360,000);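 active = inhibition or corrected inhibition above about 18%, plus a signal ratio from 0.5 to 1.5, limit read from the data, passing the limit was not always enough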; also: strong numbers were not always called active
Target sequence (O14786 whole entry, looked up): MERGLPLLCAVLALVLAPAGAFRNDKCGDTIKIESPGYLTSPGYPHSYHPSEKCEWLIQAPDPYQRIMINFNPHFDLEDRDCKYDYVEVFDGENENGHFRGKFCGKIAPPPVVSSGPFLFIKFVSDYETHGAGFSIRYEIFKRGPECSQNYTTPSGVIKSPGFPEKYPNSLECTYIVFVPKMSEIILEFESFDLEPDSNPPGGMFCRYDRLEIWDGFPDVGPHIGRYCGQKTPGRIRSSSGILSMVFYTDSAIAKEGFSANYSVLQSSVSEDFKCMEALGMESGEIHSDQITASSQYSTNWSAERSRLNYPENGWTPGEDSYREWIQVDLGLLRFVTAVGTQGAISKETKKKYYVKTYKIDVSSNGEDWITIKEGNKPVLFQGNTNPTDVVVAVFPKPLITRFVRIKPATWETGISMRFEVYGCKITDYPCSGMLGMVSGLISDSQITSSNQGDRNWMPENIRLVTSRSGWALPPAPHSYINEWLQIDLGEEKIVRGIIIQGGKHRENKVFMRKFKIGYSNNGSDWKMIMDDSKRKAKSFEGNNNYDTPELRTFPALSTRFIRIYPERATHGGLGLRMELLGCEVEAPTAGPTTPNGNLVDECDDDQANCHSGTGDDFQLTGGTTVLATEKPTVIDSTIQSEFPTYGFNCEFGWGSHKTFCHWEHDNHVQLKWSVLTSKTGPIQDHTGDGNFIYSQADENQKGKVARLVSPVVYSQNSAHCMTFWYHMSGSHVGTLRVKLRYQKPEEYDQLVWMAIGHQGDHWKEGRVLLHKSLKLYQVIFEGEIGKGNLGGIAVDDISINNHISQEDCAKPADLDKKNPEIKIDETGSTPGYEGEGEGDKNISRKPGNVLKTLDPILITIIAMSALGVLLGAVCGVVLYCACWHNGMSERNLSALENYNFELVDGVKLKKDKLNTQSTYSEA
TbMetRS inhib: blocks T. brucei methionyl-tRNA synthetase activity | purified T. brucei MetRS, ATP depletion, Kinase-Glo luminescence | inhibition, % at 11.9 µM | actives 0.4% (n = 360,000) | AID 624268;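 active = inhibition above a per-plate cutoff of the control wells' mean inhibition plus 3 SD, cut at about 5.5% in these data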;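 also: 0% = DMSO wells median and 100% = median of wells with control inhibitor compound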
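Test system: purified T. brucei MetRS enzyme. Also added: ATP, methionine and E. coli bulk tRNA substrates. Compound: 11.9 µM single point. Schedule: 15 min enzyme-compound preincubation, 2 h reaction, 10 min detection, 25 °C. Signal: luciferase luminescence of residual ATP, Kinase-Glo. Evaluation: percent inhibition versus plate control medians. Controls: DMSO wells, low control.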
eLon inh: inhibits E. coli Lon protease | P0A9M0 | purified E. coli Lon protease, fluorescence polarization | inhibition, % at 7.94 µM | actives 0.42% (n = 360,000); in the data active = inhibition above about 13%, passing the limit was not always enough;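 also: 0% = enzyme with probe and DMSO and 100% = no enzyme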
MT1-MMP act inh: blocks activation of human MT1-MMP. actives 0.061% (n = 360,000). GFP/RFP ratio change, % at 20 µM. P50281. AID 651647. HT1080 RFP-PRO-GFP cells, GFP/RFP ratio fluorescence, overnight; percent of plate control window, DMSO zero;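 active = GFP/RFP ratio change of at least 30% with cell ATP level not reduced by more than half and red fluorescence within 50% of control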; also: strong numbers were not always called active
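Read-out: GFP/RFP fluorescence ratio; Test system: RFP-PRO-GFP reporter HT1080 cells; Compound dosing: single-point 20 µM compound, 1% DMSO; Times: overnight compound exposure at 37 °C.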
PABP1 MLLE inh: inhibitors of microRNA-mediated deadenylation, human PABP1 MLLE binding; P11940; GST-MLLE / FITC-PAM2 fluorescence polarization; inhibition, % at 20 µM; actives 0.36% (n = 360,000); in the data active = inhibition above about 35%, passing the limit was not always enough;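 also: plate controls were DMSO wells with GST-MLLE for no effect and wells lacking GST-MLLE protein for full effect; some results filed as inactive read as strong as hits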
SKN-1 block: C. elegans SKN-1 inhibition; actives 0.49% (n = 360,000); inhibition, % at 21.8 µM; C. elegans VP596 Pgst-4::GFP/RFP ratio, acrylamide-induced, 24 h;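 active = interference check ratio from 0.5 to 1.5 plus GFP to RFP signal ratio inhibition reaching or exceeding a fixed threshold, cut at about 30% in these data, passing the limit was not always enough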; also: some compounds called inactive have numbers as strong as hits
MsrA inh: inhibits bovine methionine sulfoxide reductase A; AID 651718; purified bovine MsrA, absorbance read-out; inhibition, % at 15.5 µM; actives 0.75% (n = 360,000); in the data active = inhibition above about 4.5%;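 also: 0% = vehicle wells with enzyme and 100% = reference inhibitor wells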
The depositor's hits bear a star; x = not tested or not shown.

SMILES	MsrA act	FAS TE block	NRP1-CendR mod	TbMetRS inhib	eLon inh	MT1-MMP act inh	PABP1 MLLE inh	SKN-1 block	MsrA inh
CCOC(=O)c1c(NC(=O)COC(=O)c2c(C)noc2C)sc2c1CCC2	1	25	3	0.0	-1	-3	-4	5	-1.1
O=C(COC(=O)Cc1ccc(Cl)cc1Cl)NCc1ccccc1	-6	-4	-2	-0.2	-2	-2	11	11	-0.1
CCOC(=O)c1c(C)[nH]c(C(=O)CN2C(=O)NC3(CCCC3)C2=O)c1C	-5	-6	-10	-1.2	-2	-1	-6	3	1.0
COc1ccc(N=C2NN=C(c3c(C)[nH]c4ccccc34)CS2)cc1	-4	-13	-15	-0.1	0	-5	-125	-1	0.4
Cc1nc2ccc(N)nc2nc1C	-4	-6	3	-0.2	-4	8	-1	-2	1.5
Cc1ccc(S(=O)(=O)c2ccc(Cl)cc2)cc1S(=O)(=O)NC(C(=O)O)C(C)C (stereo unspecified)	-7	-9	-8	-0.7	-2	2	1	4	0.2
CCCCNC(=O)C1CCN(S(=O)(=O)N2CCCCCC2)CC1	-1	-12	2	-0.5	1	0	1	14	-0.9
COc1ccc(-c2c(C(C)=O)c(C)nc3sc4c(=N)n(N)cnc4c23)cc1	2	-10	7	-0.3	-2	-10	-3	-1	2.6
O=C(c1cnn(C(=O)c2cccc(S(=O)(=O)N3CCOCC3)c2)c1)c1ccccc1O	-3	14	-31	-0.6	-5	-3	10	-6	-0.2
Cc1cc(SCC(=O)Nc2ccc3[nH]c(=O)[nH]c3c2)nc2ccccc12	-1	-3	-10	-0.1	-7	-3	-1	16	-0.4
Cc1ccc(CNC(C)(C)CO)cc1	-5	-11	-13	-0.6	-2	4	0	10	-1.4
Cn1c(NC(=O)c2ccc3c(c2)OCO3)cc(=O)n(C)c1=O	-8	-8	-3	-0.8	-2	1	-1	4	0.5
NC(=O)C1CCN(C2CC(=O)N(Cc3cccs3)C2=O)CC1 (stereo unspecified)	-4	-8	13	-1.1	-6	3	1	9	0.7
O=C(N/N=C/c1cccc2ccccc12)c1cccc(F)c1	7	13	12	-0.2	-3	-2	2	7	3.0
CCN1CCN(C(c2cccs2)C(C)NC(=O)C(C)C)CC1 (stereo unspecified)	-2	-3	-3	0.3	12	-6	0	5	-0.6
Cc1cc(NC(=O)c2cc(C(C)C)on2)nn1Cc1ccc(Cl)cc1	-1	24	-1	-0.5	-4	-9	-18	-3	-0.1
O=C(c1ccco1)N1CCN(C(=S)Nc2ccc(F)c(Cl)c2)CC1	-3	-4	0	0.2	-12	2	-87	4	-0.8
Cc1ccc(NC(=O)C2C3CCC(O3)C2C(=O)O)c(Br)c1 (stereo unspecified)	-4	-2	2	-1.1	6	2	-7	3	0.8
COc1cccc(-c2cc(C(=O)N3CCN(c4ccc(F)cc4)CC3)no2)c1	-7	-1	2	-0.4	-10	0	-4	-6	-0.5
COC(=O)c1cc(NC(=O)CC2SCCNC2=O)cc(C(=O)OC)c1 (stereo unspecified)	-10	-9	-13	-1.6	-3	3	13	10	-0.3
COc1c(C)cc(S(=O)(=O)N2CCCC2)c(C)c1C	-7	-3	8	-0.8	-5	-4	-9	-1	0.8
Cn1cc([N+](=O)[O-])c(C(=O)Nc2sc3c(c2C#N)CCC3)n1	-2	1	15	-0.4	2	-17	-1	11	2.3
O=C(NCC1CC1)c1onc(CSc2ccncc2)c1C(=O)NCC1CC1	-10	-5	0	-0.4	11	-9	1	8	-1.1
O=C(Oc1coc(CSc2ncccn2)cc1=O)c1ccc(Br)o1	-3	-6	-1	0.7	10	3	-12	2	-0.3
CCN(CC)S(=O)(=O)c1cccc(NC(=O)c2ccc(-n3nc(C)cc3C)cc2)c1	-1	15	-6	-0.2	3	-8	-5	0	0.4

Individual results from the results shown.
In eLon inh, O=C(c1cnn(C(=O)c2cccc(S(=O)(=O)N3CCOCC3)c2)c1)c1ccccc1O shows -5
In NRP1-CendR mod, Cn1cc([N+](=O)[O-])c(C(=O)Nc2sc3c(c2C#N)CCC3)n1 shows 15

Back to the main list, repeating the two entries before the break.
SMILES	MsrA act	FAS TE block	NRP1-CendR mod	TbMetRS inhib	eLon inh	MT1-MMP act inh	PABP1 MLLE inh	SKN-1 block	MsrA inh
O=C(Oc1coc(CSc2ncccn2)cc1=O)c1ccc(Br)o1	-3	-6	-1	0.7	10	3	-12	2	-0.3
CCN(CC)S(=O)(=O)c1cccc(NC(=O)c2ccc(-n3nc(C)cc3C)cc2)c1	-1	15	-6	-0.2	3	-8	-5	0	0.4
CCn1nnc(NC(=O)COc2ccc([N+](=O)[O-])cc2)n1	-3	-1	5	-0.5	4	5	7	3	3.7
COc1ccc(Cl)cc1S(=O)(=O)n1ccnc1	-2	-8	0	-0.3	14	-3	7	19	-0.6
O=C(NCCCn1ccnc1)/C(=C/c1ccccc1)NC(=O)c1ccccc1	-1	-3	0	-0.4	-7	-3	2	9	2.2
CCc1ccc(S(=O)(=O)Nc2nccs2)cc1	0	-4	9	0.3	-3	-3	9	-8	-0.1
Cc1cccnc1CN1CCN(C(=O)c2cc(COc3ccc4ncccc4c3)on2)CC1	-2	-4	-9	-1.0	-2	-16	-19	2	-0.1
CCOc1ccc(NC(=O)CSc2nnc(Cc3ccccc3)c(=O)n2N)cc1	-2	-8	0	-0.4	4	0	4	17	-0.1
CC1C(=O)N(Cc2cn(CC3CCCCC3)nn2)CCS(=O)(=O)N1Cc1ccc(-c2ccccc2)cc1 (stereo unspecified)	-2	20	0	0.6	-10	-5	-6	-5	-0.8
CN1CCC(OC(=O)c2cccc(Br)c2)CC1	-2	-3	-1	0.1	5	-1	-1	18	0.2
CCOc1c(CNc2nnnn2C)cccc1OC	-4	-3	6	-0.2	9	-1	-8	4	0.1
CN(C)c1ccc(C(CNS(=O)(=O)c2ccc3ccccc3c2)N2CCOCC2)cc1 (stereo unspecified)	-5	8	3	0.2	-2	3	8	-4	-0.7
O=C(N/N=C/c1c(O)n(-c2ccccc2Cl)c(=O)c2ccccc12)C1COc2ccccc2O1 (stereo unspecified)	-5	8	-86	-0.3	-43	-5	-53	4	x
COc1ccc(N2CCN(C(=O)Cc3ccc(-n4c(=O)[nH]c5ccccc5c4=O)cc3)CC2)cc1	2	-4	7	0.2	-5	4	-10	-1	-0.7
CCCCC(CC)CNC(=O)C(=O)C1C(=O)Nc2ccccc21 (stereo unspecified)	-2	1	8	-0.5	0	-1	3	3	0.8
O=C(c1cnccn1)N(Cc1ccco1)C1(C(=O)NC2CCCC2)CCCCC1	0	2	8	0.0	-4	-2	7	13	-1.4
Fc1ccc(-c2csc3ncnc(N4CCN(c5ccccc5)CC4)c23)cc1	-10	22	-28	-0.5	-3	-4	-12	30	0.0
CC(=O)Nc1cccc(-c2ccnc3c2CC(C)(C(=O)NCc2ccccc2)O3)c1 (stereo unspecified)	1	-3	-7	-1.0	-4	19	-2	-7	-0.2
O=C(COC(=O)/C=C/c1ccccc1)NCc1ccccc1Cl	-3	0	5	-0.1	-7	0	5	5	0.1
COc1ccc2oc(=O)c(C(=O)NCc3ccc4c(c3)OCO4)cc2c1	-3	6	-3	-0.8	-2	-1	4	-13	0.5
Cn1c(NCc2ccco2)nc2c1c(=O)n(Cc1ccc(Cl)cc1)c(=O)n2C	-8	10	-6	-1.7	4	-3	-12	9	-0.5
COc1nc(-c2ccccc2)ccc1-c1noc(-c2cccnc2)n1	1	15	-36	-0.2	2	-11	-15	5	-0.4
Cc1c(Cl)c(C(F)(F)F)nn1CC(=O)NCc1ccccc1	-16	3	-4	-1.7	-7	8	0	-2	-0.1
O=C(Cc1c[nH]c2ccccc12)N[C@@H](Cc1c[nH]c2ccccc12)C(=O)O	-1	-5	5	-0.6	-2	2	-9	-1	-0.3
CCOC(=O)c1ccc(-n2c(CCC(=O)O)ccc2-c2cccs2)cc1	-2	3	-32	0.8	-17	-7	4	4	1.5
CCOc1ccnc2c1c(=O)n(Cc1cc(OC)cc(OC)c1)c(=O)n2C	-3	10	18	-0.2	-9	-1	-5	3	-0.7
Cc1ccc(S(=O)(=O)CCC(=O)Nc2nc(-c3ccncc3)cs2)cc1	-3	-1	10	0.4	-2	-2	1	0	0.7

(listing goes on)
SMILES	MsrA act	FAS TE block	NRP1-CendR mod	TbMetRS inhib	eLon inh	MT1-MMP act inh	PABP1 MLLE inh	SKN-1 block	MsrA inh
Cc1cccc(NC(=S)NCC(c2cccnc2)N(C)C)c1 (stereo unspecified)	-3	-16	-8	0.1	-6	4	4	2	1.6
Cc1nc(S/C(=C/c2ccc(-c3ccc(C(=O)O)cc3)o2)C(=O)O)n[nH]1	-4	-5	-89	-0.3	-47	1	-18	-3	2.7
COc1ccc(Cn2c(-c3ccc(C)cc3)nc3c(c(=O)c4ccccc4n3C)c2=O)cc1	0	22	-2	0.0	-8	-2	-3	24	-0.9
C=CCn1c(SCC(=O)NC(=O)NC)nnc1C1CCCCC1	-1	-6	1	-0.6	-3	1	-7	-6	1.6
Cc1nc2cc(C)c(C)cc2o1	-6	-4	4	-0.5	-12	2	-5	4	1.4
Nc1c(-c2ccc(F)cc2)nc2ncccn12	x	x	8	-1.1	x	-2	x	-12	0.9
O=C(Nc1cnc2ccccc2c1)c1cccnc1	-1	-4	5	-0.9	6	4	-5	-2	0.9
O=C(Cc1ccc(F)cc1)Oc1ccc(C(=S)N2CCCC2)cc1	-8	10	1	-1.4	-10	2	0	4	2.0
CC(C(=O)O/N=C(\N)c1ccccn1)c1ccc([N+](=O)[O-])cc1 (stereo unspecified)	-5	0	1	0.1	-9	0	0	6	-1.0
COc1ccc(NC(=O)Nc2ccc3c(c2)C(=O)N([C@@H](C)CO)C[C@@H](C)[C@@H](CN(C)S(=O)(=O)c2cccs2)O3)cc1	0	10	9	-0.1	12	-4	6	3	0.7
CCCC(=O)NC(Nc1c(C)n(C)n(-c2ccccc2)c1=O)C(Cl)(Cl)Cl (stereo unspecified)	-3	-9	6	-0.3	-3	0	12	0	-2.1
CCc1cccc2c(SCC(=O)NCC3CCCO3)nc(-c3ccc(F)cc3)nc12 (stereo unspecified)	-9	-5	4	-1.6	6	4	-8	6	0.4
CC(=O)c1cc(C#N)c(SCc2ccccn2)nc1C	-6	11	-11	-0.6	-5	2	2	-3	0.5
O=C(c1cc(COc2ccc(F)cc2F)on1)N1CCN(C(=O)c2ccco2)CC1	1	0	9	0.1	-6	1	15	-6	0.4
O=C(Nc1nnc(-c2cccs2)o1)c1cc(-c2ccccc2)nc2ccccc12	-7	3	-6	-0.9	3	4	-9	-10	1.7
Cc1cc(C)c(OCC(=O)N(Cc2ccc(N(C)C)cc2)C2CCS(=O)(=O)C2)c(C)c1 (stereo unspecified)	-1	7	-2	-0.2	1	-2	-5	-1	-0.4
CC1Cc2nc(SCC(=O)N3CCc4ccccc43)n(C)c(=O)c2S1 (stereo unspecified)	-7	3	-22	-1.2	-8	2	4	17	0.5
O=C(CSc1nc(C2CCCCC2)nc2ccccc12)NCc1ccc2c(c1)OCO2	0	20	-4	-0.7	3	-6	29	11	0.3
N#C/C(=C\c1cn(Cc2ccc(F)cc2)c2ccccc12)C(=O)NCc1ccco1	-4	0	-10	0.1	-4	-1	-11	-2	1.4
CC(=O)n1nc(-c2ccccc2)nc1NCc1ccc(N(C)C)cc1	-3	15	-6	-0.4	-3	4	-5	1	-0.6
CCCCC(O)(CCCC)C(=O)N/N=C(\C)c1ccc(Cl)cc1	-1	8	7	-0.5	-14	3	-4	-4	-0.5

Screens: PubChem, several laboratories

Compounds as they come. About 4% of those tested had a hit in this group.
